# Screens deposited in PubChem by several laboratories.
# AGP1-GFP MLPCN = alters AGP1-GFP fluorescence in TOR pathway yeast screen | AID 2066 | S. cerevisiae AGP1-GFP multiplex flow cytometry, 3 h; GFP as percent of DMSO wells | hit rate 0.02% among 320,000 | GFP response vs DMSO, % at 10 µM;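 active means GFP response relative to DMSO above a set limit, near screen average plus 3 SD, cut at about 150% in these data; inconclusive means fewer than 70 cells counted for the yeast strain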;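 further: median GFP channel fluorescence of the gated AGP1 strain per well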
# CIT2-GFP yeast = yeast TOR pathway CIT2-GFP modulation; hit rate 0.065% among 320,000; GFP response vs DMSO, % at 10 µM; AID 2029; S. cerevisiae CIT2-GFP strain, flow cytometry, 3 h; 100 means same as DMSO wells;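 active means GFP response relative to DMSO above a set limit, near the screen mean plus 3 SD, cut at about 150% in these data; inconclusive means Fewer than 70 cells measured for a yeast strain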;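 further: ratio of well median GFP fluorescence to mean of DMSO wells on the plate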
# MCL1 BIM primary = inhibitors of human MCL1 binding to BIM-BH3 peptide; GST-MCL1 / FITC-Bim-BH3 fluorescence polarization; hit rate 0.68% among 320,000; inhibition, % at 10.9 µM; Q07820;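 active means inhibition above the mean inhibition of all tested compounds plus 3 SD, set per campaign, cut at about 40% in these data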;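 further: 0% = DMSO wells and 100% = unlabeled Bim-BH3 peptide control; higher means more loss of mP so more displacement of Bim peptide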
# MEX-5 binding = C. elegans MEX-5 TCR-2 RNA binding activity. Q9XUB2. MEX-5/FITC-TCR2 RNA binding, fluorescence polarization; stronger effect = lower value. activity score (negative = inhibition of binding), % at 10 µM. hit rate 0.38% among 300,000. AID 1832;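 active means inhibition past about -25% in most replicates, and total fluorescence under double the plate's negative control median, limit read from the data; inconclusive means replicates evenly split on the limit, or fluorescence at least double controls; inactive means too little inhibition in most replicates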;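 further: 0% = DMSO and -100% = 5 µM competing unlabeled TCR2 RNA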
# Target sequence (Q9XUB2 whole entry, looked up): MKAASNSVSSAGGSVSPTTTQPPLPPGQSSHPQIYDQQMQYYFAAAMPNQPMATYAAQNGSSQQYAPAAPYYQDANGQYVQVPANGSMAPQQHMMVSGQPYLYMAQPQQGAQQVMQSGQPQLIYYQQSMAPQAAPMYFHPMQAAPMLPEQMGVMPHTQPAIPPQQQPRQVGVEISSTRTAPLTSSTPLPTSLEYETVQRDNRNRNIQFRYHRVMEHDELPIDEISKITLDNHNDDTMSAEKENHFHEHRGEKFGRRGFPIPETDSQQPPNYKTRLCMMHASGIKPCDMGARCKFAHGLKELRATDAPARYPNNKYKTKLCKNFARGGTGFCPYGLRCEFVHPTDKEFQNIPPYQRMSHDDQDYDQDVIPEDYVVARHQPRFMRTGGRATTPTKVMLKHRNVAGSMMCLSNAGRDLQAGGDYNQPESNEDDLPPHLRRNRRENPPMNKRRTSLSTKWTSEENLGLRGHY
# BCLXL inh = Bcl-xL (human) inhibition; Q07817; inhibition, % at 10.9 µM; hit rate 0.7% among 320,000; GST-Bcl-xL / FITC-Bim BH3 peptide fluorescence polarization;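 active means inhibition above the mean of all tested compounds plus 3 SD, cutoff set per campaign, cut at about 30% in these data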;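 further: 0% = DMSO wells and 100% = unlabeled Bim-BH3 peptide competitor; inhibitors lower millipolarization by displacing the labeled peptide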
# GLD-1 RNA inh = GLD-1-TGE RNA interaction inhibition (C. elegans); AID 2280; Q17339; inhibition, % at 5.96 µM; purified GLD-1 + fluorescein TGE RNA, fluorescence polarization; hit rate 0.44% among 320,000;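 active means percent inhibition above a per-plate cutoff, the plate mean of test compounds plus 3 SD, cut at about 30% in these data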;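 further: 0% = DMSO wells with GLD-1 and probe and 100% = wells lacking GLD-1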
# Target sequence (Q17339 whole entry, looked up): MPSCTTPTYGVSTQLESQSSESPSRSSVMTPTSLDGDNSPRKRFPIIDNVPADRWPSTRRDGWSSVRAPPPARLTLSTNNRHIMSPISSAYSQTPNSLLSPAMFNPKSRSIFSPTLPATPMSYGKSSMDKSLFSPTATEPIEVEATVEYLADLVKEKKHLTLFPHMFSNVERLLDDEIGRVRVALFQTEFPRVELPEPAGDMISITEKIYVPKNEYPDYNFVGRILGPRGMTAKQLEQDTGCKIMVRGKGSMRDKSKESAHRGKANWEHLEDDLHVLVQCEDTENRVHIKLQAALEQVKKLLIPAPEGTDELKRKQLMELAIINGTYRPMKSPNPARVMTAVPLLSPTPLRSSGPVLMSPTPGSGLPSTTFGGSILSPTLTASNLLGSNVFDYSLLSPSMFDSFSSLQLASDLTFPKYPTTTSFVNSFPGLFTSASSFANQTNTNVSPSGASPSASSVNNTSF
# Fam108B counter = Fam108B inhibition, counter-screen for RBBP9 inhibitors; recombinant Fam108B, FP-Rh probe fluorescence polarization; inhibition, % at 9.51 µM; hit rate 0.33% among 300,000; AID 1947;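 active means inhibition above the screen mean inhibition plus 3 SD, computed separately per campaign, cut at about 18% in these data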;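 further: inhibitors lower polarization as less probe binds the enzyme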
# VLA-4 inh = inhibition in a human VLA-4 binding assay. P13612. VLA-4 expressing cells, ligand binding flow cytometry. AID 2557. inhibition, % (about 7 µM as worked out from the volumes in the protocol). hit rate 0.2% among 330,000; in the data active means inhibition above about 50%
# GRK2 aptamer HTS = inhibitors of human GRK2 displacing RNA aptamer; inhibition of aptamer binding, % at 10 µM; bead flow cytometry, FAM-aptamer displacement from GRK2; hit rate 0.59% among 330,000;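 active means inhibition of aptamer binding above 40%, roughly 3 SD of noise, on plates passing a quality check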;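 further: median bead fluorescence of bound FAM aptamer so fluorescent compounds give negative values; no value below 0 was filed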
# The depositor's hits bear a star; u = inconclusive; x = no result given; [ ] = remark or other dose.
Structure,AGP1-GFP MLPCN,CIT2-GFP yeast,MCL1 BIM primary,MEX-5 binding,BCLXL inh,GLD-1 RNA inh,Fam108B counter,VLA-4 inh,GRK2 aptamer HTS
CC1Sc2ccc(S(=O)(=O)CCC(=O)Nc3ccccn3)cc2NC1=O (centres undefined),100,105,0,-2.8,3,-9,3,-8,0
Cc1ccc(-n2c3nc(=O)n(C)c(=O)c-3cc3ccccc32)cc1,82,98,-2,-2.2,-3,1,1,-1,0
Cc1cc(C)c(C#N)c(SCC(=O)Nc2cc(C)on2)n1,100,94,x,x,x,5,x,2,0
CCOC(=O)N1CCN(C(=O)CNC(=O)c2nn(-c3ccc(OC)cc3)c(=O)c3ccccc23)CC1,110,103,-7,-6.8,-1,-1,1,3,0
Cc1ccc2c(c1)C(c1ccc(F)cc1)N(C(=O)c1ccccc1Br)CC(=O)N2 (centres undefined),101,95,9,3.2,5,5,-8,1,14
CCCOc1ccc(C(C)=O)cc1CC(C(=O)OCC)C(=O)OCC,93,91,6,-2.2,8,-1,4,-7,0
O=C(COC(=O)/C=C/c1ccc(S(=O)(=O)N2CCOCC2)cc1)NCc1ccc2c(c1)OCO2,99,98,-1,0.8,2,4,0,10,0
COC(=O)CNC(=O)C1(C)C=CCN1C(=O)c1ccccc1 (centres undefined),x,x,-1,-2.1,0,-1,-2,x,x
Cn1c(=O)c2cc(S(=O)(=O)Nc3cc(C(=O)O)cc(C(=O)O)c3)ccc2n(C)c1=O,98,91,11,-0.2,9,4,-1,-17,3
O=C(COC(=O)c1cc(=O)[nH]c2ccccc12)Nc1nc(-c2ccccc2)cs1,95,89,10,-0.8,6,4,-17,-4,1
CCN1CCN(Cc2ccc(NC(=O)c3cc(NC(=O)c4cc(C)on4)cc(OC)c3)cc2C(F)(F)F)CC1,95,96,12,0.5,8,-3,-4,17,0
CCCOC(=O)c1[nH]c2c(c1C)C(=O)CC(c1ccc(OC)c(OC)c1)C2 (centres undefined),100,98,0,-4.4,-1,-1,-5,14,0
CSc1ccccc1NC(=S)N/N=C/c1cccn1Cc1ccc(F)cc1,97,94,6,-1.4,7,-1,-2,4,2
CC(Sc1ncn[nH]1)C(=O)Nc1ccc(Cl)cn1 (centres undefined),110,106,-3,-1.3,-6,8,2,-3,0
CSc1ccccc1NC(=O)CN(C)C(=O)C1CC(=O)N(C(C)c2ccccc2)C1 (centres undefined),91,99,-20,x,-11,0,x,6,0
COc1ccc(C(=O)O/N=C(\N)c2ccc(OC)c(OC)c2)c(OC)c1,71,98,0,-0.6,5,9,4,1,0
COc1ccc(NC(=O)c2cccs2)cc1NC(=O)c1ccco1,104,131,-1,1.2,5,-11,5,0,0
N[C@@H](Cc1ccccc1)C(=O)N1CCC(C(=O)N[C@@H](Cc2c[nH]c3ccccc23)C(=O)O)CC1,95,99,1,-2.9,8,0,2,7,0
COc1cc(OC)c(-c2nc(-c3ccncc3)no2)cc1OC,93,97,0,0.2,7,-1,2,0,0
O=C(c1ccc(F)cc1)N(Cc1ccccc1)C1CCS(=O)(=O)C1 (centres undefined),101,102,0,-1.8,8,-7,2,-4,0
Cc1ccc(N2CC(C(=O)Nc3ccc(S(=O)(=O)N4CCOCC4)cc3)CC2=O)cc1Cl (centres undefined),99,91,-2,1.9,3,1,-3,13,1
CNC(=O)n1cc(C)c(-c2cccs2)n1,98,92,9,-0.1,12,12,2,-14,3
Cc1noc(C)c1NC(=O)Nc1cccc2c1O[C@H](CN(C)C(=O)Nc1ccccc1)[C@@H](C)CN([C@H](C)CO)C2=O,102,95,x,x,x,2,x,-1,0
CCOC(=O)Cc1[nH]nc2c1C(c1ccoc1)C(C#N)=C(N)O2 (centres undefined),96,98,4,-6.7,5,15,-2,14,0
COc1ccccc1C1C(C#N)=C(N)Oc2cc(C)n(CCCn3ccnc3)c(=O)c21 (centres undefined),105,95,9,0.5,15,13,0,-15,0
Cc1cc(C(=O)OCC(=O)NC(C)C)c(C)o1,94,93,3,-0.4,-3,8,3,19,0
Cc1ccc(SC[C@H](Cc2ccccc2)N2CC[C@@H](C)CCC2=O)cc1,90,89,8,-1.9,0,4,3,1,0
Cc1ccc(NC(=O)c2csnn2)c(C)c1,107,105,12,-0.2,3,5,1,3,1
CCCCNC(=O)NNC(=O)c1ccco1,98,98,-4,-0.4,1,9,-6,1,1
COc1ccccc1NC(=O)N(Cc1cccs1)Cc1cc2cc3c(cc2[nH]c1=O)OCO3,104,107,1,-0.1,3,4,-1,-14,0
NC(=O)c1cccc2c1-c1ccccc1/C2=N/NC(N)=S,80,98,9,0.8,13,-7,1,2,0
CN(CC(=O)Nc1ccc(Cl)c(C(F)(F)F)c1)C(=O)Cc1ccsc1,80,73,-5,1.1,-6,-5,0,-25,1
COc1ccc(/C=N/NC(=O)c2csc(-n3nc(C)cc3C(F)(F)F)n2)cc1,92,95,-4,0.4,3,3,-3,-1,0
CCOC(=O)N1CCN(c2nc3ccccc3nc2C(C#N)S(=O)(=O)c2ccc(C)cc2)CC1 (centres undefined),93,87,18,-35*,15,7,2,-19,3
Cc1cs/c(=N\N=C2CCCCC2)n1Cc1ccco1,101,108,-5,3.3,-3,-5,-4,4,1
COC(=O)CNC(=O)C(C)NC(=O)OCc1ccccc1 (centres undefined),107,102,-1,-2.2,-5,-3,-2,8,2
CCOC(=O)N/N=C(\C)c1ccc(-n2cnnn2)cc1,100,93,2,1.3,7,1,4,-1,1
COc1ccc(C)c2sc(N(CCN(C)C)C(=O)c3ccc4ccccc4c3)nc12,99,88,-1,-2.5,-5,2,1,10,0
CCN(CC)CCC(c1ccc2c(c1)OCO2)c1c(OC)cc(OC)c2ccc(=O)oc12 (centres undefined),79,69,0,0.6,8,-3,2,10,3
N/C(Cc1nc(-c2ccc(Cl)cc2)cs1)=N/O,86,86,6,-0.4,5,2,1,1,3
CCOc1ccc(C2C(C(C)=O)=C(O)C(=O)N2CCc2c[nH]c3ccccc23)cc1 (centres undefined),93,97,-4,1.7,3,-3,3,4,2
CN(CCOc1ccccc1)CC(=O)Nc1cccc(Br)c1,101,97,-4,1.5,4,4,-2,0,2
O=C(NCc1ccc2c(c1)OCO2)c1cccnc1,101,94,-2,-2.0,-2,0,-1,13,2
COc1ccc(N2CCN(C(=O)c3ccccc3)CC2)c([N+](=O)[O-])c1,65,61,5,-0.6,6,11,-2,0,0
CCOC(=O)CSc1nc(=O)n2cc(C)ccc2n1,96,96,-2,0.7,-3,3,-1,9,2
CC1=NN(c2nc(C)cc(C)n2)C(=O)C1CCC(C)C (centres undefined),99,101,2,-7.2,1,8,-1,10,2
COc1cc2[nH]c(=S)n(C3CC3)c(=O)c2cc1OC,99,103,7,-0.6,6,7,4,4,0
CSc1nnc(NC(=O)c2ccc3c(c2)OCO3)s1,103,105,-4,0.3,-5,2,2,2,4
CCOc1ccc(NC(=O)C/C(C)=N/NC(=O)Cc2cccs2)cc1,96,109,-1,-0.5,-1,-3,0,6,1
COc1ccc(-c2noc(CCC(=O)NCCN(C)Cc3ccccc3)n2)cc1,108,109,-5,-1.3,-3,-2,-1,4,0

# Additional entries.
Structure,AGP1-GFP MLPCN,CIT2-GFP yeast,MCL1 BIM primary,MEX-5 binding,BCLXL inh,GLD-1 RNA inh,Fam108B counter,VLA-4 inh,GRK2 aptamer HTS
COc1cccc(C(=O)CN2CCN(S(=O)(=O)c3ccc(Br)cc3)CC2)c1,106,103,3,-1.7,15,10,-1,-9,0
CC12CCC(C(=O)NCc3ccccc3Cl)(CC1=O)C2(C)C (centres undefined),97,93,2,-0.6,0,-9,3,15,0
CCN(CC)CCCN1C(=O)C2C(C(=O)Nc3ccc(C(C)C)cc3)C3C=CC2(O3)C1C(=O)NC1CCCCC1 (centres undefined),102,105,2,-0.2,2,4,1,-2,3
O=C(NC1CCCC1)C1CCN(S(=O)(=O)c2cccc3cccnc23)CC1,104,106,5,-0.9,7,-3,2,13,2
Clc1cccc(OCCCN2CCCC2)c1Cl,113,113,-3,0.5,1,6,-3,6,0
Cc1onc(-c2ccccc2)c1C(=O)NNC(=S)NC(=O)c1ccc(F)cc1,18[may fluoresce violet],u,12,1.0,8,4,1,13,0
N#CCNC1CC(=O)N(c2ccc(F)cc2)C1=O (centres undefined),95,94,1,-0.7,8,-2,2,-6,2
CC(=O)N1c2ccc(S(=O)(=O)N3CCC(C(=O)Nc4cccc(F)c4)CC3)cc2CC1C (centres undefined),99,96,1,-3.3,2,-2,1,4,1
COc1ccc(Cn2c(=O)c3cccnc3n(Cc3ccc([N+](=O)[O-])cc3)c2=O)cc1,99,102,-10,-0.6,-1,-7,-4,-1,8
CSc1cccc(NS(=O)(=O)c2cn(C)cn2)c1,102,98,2,1.2,5,0,2,5,0
COc1ccc(NC(=O)CSc2nnc(-c3ccccc3Cl)n2Cc2ccco2)c(OC)c1,97,102,-10,-1.4,-2,-5,0,-10,0
O=C1NC(=S)S/C1=C\c1coc2ccccc2c1=O,92,102,5,2.1,9,-17,3,-14,4
COc1ccc2c(c1)S(=O)(=O)c1ccccc1N2,94,98,-16,-2.1,-3,5,-4,2,0
COc1ccc(CONS(=O)(=O)c2ccc(NC(C)=O)cc2)cc1Cl,93,97,6,-1.0,8,2,4,5,1
CCN(CC)c1ccc(NC(=O)COC(=O)CCC(=O)c2ccc(F)cc2)cc1,103,103,21,-0.1,10,1,-1,-15,0
CCCn1nnnc1NCc1ccc(SC)cc1,90,97,-15,1.7,0,10,2,-8,2
Cc1ccc(C(=O)NCC(=O)N2CCC(Cc3ccccc3)CC2)cc1,94,89,10,-1.1,7,1,-2,4,0
CN(C)S(=O)(=O)c1cccc(NC(=O)c2cc3ccccc3o2)c1,98,117,-2,-4.8,-1,29,-9,3,1
O=C(NC1=NCCS1)C12CC3CC(C1)CC(C(=O)NC1=NCCS1)(C3)C2,97,97,-1,-1.8,3,8,0,8,2
CCCS(=O)(=O)N1CCN(Cc2ccco2)CC1,100,125,-3,0.3,7,-8,-4,23,3
CCC1(c2ccc(F)cc2)NC(=O)N(CC(=O)NCc2ccccc2Cl)C1=O (centres undefined),105,101,-12,0.2,-9,-6,-5,18,0
O=C(O)c1ccccc1NS(=O)(=O)c1cccc2cccnc12,102,105,-1,-3.3,1,8,2,14,0
CCc1ccc(NC(=O)CC2C(=O)NCCN2C(=S)Nc2ccccc2)cc1 (centres undefined),97,98,15,1.4,7,4,3,12,0
CCCCOCCCNC(=O)c1ccc([N+](=O)[O-])c(C)c1,92,94,0,0.8,2,2,0,7,0
Cc1ccc(-c2noc(CSc3nc(N)cc(N)n3)n2)cc1,98,x,1,0.1,6,3,0,25,0
COc1cccc(CN=c2c([N+](=O)[O-])nn(-c3ccccc3C)n2O)c1,100,103,0,-2.2,-1,5,1,4,0
